KLK7 zymogen act: proKLK7 zymogen activators, primary screen, biochemical, fluorescence intensity | Kallikrein-7 (Homo sapiens), P49862 | purified proKLK7, EDANS-DABCYL substrate fluorescence; 100% is mature enzyme control, 0% vehicle | activation, % at 7 µM | 0.9% of 370,000 active;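 active = activation above the mean of all tested compounds plus 3 SD, computed per campaign excluding outliers beyond control limits, cut at about 13% in these data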
Target sequence (P49862 whole entry, looked up): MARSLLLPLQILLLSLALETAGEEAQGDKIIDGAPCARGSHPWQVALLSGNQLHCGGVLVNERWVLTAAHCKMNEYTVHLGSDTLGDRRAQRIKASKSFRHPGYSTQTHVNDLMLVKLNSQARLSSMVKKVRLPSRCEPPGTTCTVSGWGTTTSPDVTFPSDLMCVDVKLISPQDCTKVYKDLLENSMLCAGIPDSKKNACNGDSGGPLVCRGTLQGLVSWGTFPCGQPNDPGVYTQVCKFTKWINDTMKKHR
PLCg1 inh: PLC-gamma1 enzyme inhibitors, primary screen, biochemical, fluorescence, purified enzyme; 0.84% of 370,000 active; inhibition, % at 12.2 µM; fluorogenic substrate; AID 720700, 2013; 1-phosphatidylinositol 4,5-bisphosphate phosphodiesterase gamma-1 (Homo sapiens), P19174; in the data active = inhibition above about 9.5%
DDE Tn6 FP inh: inhibitors of Tn6 peptide binding to fibrin DD(E), primary screen, biochemical, fluorescence polarization, human fibrin, Tn6 probe. Fibrinogen beta chain (Homo sapiens), P02675. Fibrin DD(E) TRITC-Tn6 fluorescence polarization displacement. inhibition, % at 8.3 µM. 0.21% of 370,000 active. AID 720509, 2013;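 active = inhibition above a per-campaign cutoff: mean of compounds within control limits plus 3 SD, cut at about 15% in these data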;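 note: 0% = median of all compound wells on the plate and 100% = blocking peptide control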
Rev-erbA mod: modulators of Rev-erb alpha DNA binding, primary screen, biochemical, FITC-DNA, fluorescence polarization, uHTS; Rev-erbα–FITC-DNA binding, 90 min; AID 1259318, 2017; activity, % at 10 µM; 0.79% of 370,000 active; Nuclear receptor subfamily 1 group D member 1 (Homo sapiens), P20393;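 active = activity above about 14%, limit read from the data; passing the limit was not always enough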;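 note: 0% = DMSO wells with 35 nM protein and 100% = DMSO wells with 750 nM protein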
HGIII-sPLA2 inh: human group III sPLA2 inhibitors, primary screen, biochemical, QFRET, BODIPY PC-A2 liposome substrate; Group 3 secretory phospholipase A2 (Homo sapiens), Q9NZ20; QFRET BODIPY PC-A2 liposome hydrolysis, fluorescence; inhibition, % at 12.2 µM; 0.56% of 370,000 active;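 active = inhibition above mean plus 3 SD of compounds lying within the high and low control bounds, cut at about 19% in these data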;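 note: 0% = median of test compound wells and 100% = no enzyme DMSO wells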
UHRF1 binding: UHRF1 methylated DNA binding inhibitors, primary screen, counter-screen for MBD2 inhibitor project, biochemical, TR-FRET, human UHRF1, single concentration | inhibition, % at 4.4 µM | 0.75% of 370,000 active | UHRF1 binding to methylated oligo; in the data active = inhibition above about 21%;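 note: UHRF1 SRA domain binding a hemimethylated CpG hairpin DNA probe; 0% = median of test compound wells and 100% = reference inhibitor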
Target sequence (Q96T88 whole entry, looked up, the tested form may be a part): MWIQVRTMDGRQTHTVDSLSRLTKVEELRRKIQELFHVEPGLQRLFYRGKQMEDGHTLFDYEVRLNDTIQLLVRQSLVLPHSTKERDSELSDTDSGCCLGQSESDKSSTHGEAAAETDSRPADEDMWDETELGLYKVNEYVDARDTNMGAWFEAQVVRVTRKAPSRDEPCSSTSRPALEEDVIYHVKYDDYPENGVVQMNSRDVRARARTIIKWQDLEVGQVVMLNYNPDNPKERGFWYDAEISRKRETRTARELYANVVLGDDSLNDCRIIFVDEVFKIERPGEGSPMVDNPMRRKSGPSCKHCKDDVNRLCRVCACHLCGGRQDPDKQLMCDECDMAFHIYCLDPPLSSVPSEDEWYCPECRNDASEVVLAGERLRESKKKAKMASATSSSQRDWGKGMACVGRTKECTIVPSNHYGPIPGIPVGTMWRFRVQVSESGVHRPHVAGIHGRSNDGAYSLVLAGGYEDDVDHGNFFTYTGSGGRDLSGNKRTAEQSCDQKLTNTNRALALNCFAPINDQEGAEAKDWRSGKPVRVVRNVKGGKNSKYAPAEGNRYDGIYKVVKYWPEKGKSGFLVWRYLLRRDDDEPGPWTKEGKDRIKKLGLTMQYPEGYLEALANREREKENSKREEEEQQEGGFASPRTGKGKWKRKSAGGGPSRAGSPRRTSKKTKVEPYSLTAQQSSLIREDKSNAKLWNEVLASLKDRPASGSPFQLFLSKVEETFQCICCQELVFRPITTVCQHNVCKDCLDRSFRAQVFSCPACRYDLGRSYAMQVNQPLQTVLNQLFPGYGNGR
ASAP1 inh: inhibitors of human ASAP1 ArfGAP activity, primary screen, biochemical, fluorescence polarization | Arf-GAP with SH3 domain, ANK repeat and PH domain-containing protein 1 (Homo sapiens), … | ASAP1-stimulated ARF1 GTP hydrolysis, GDP FP detection | inhibition, % at 16.5 µM | 0.19% of 360,000 active; in the data active = inhibition above about 25%;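 note: 0% = vehicle with enzyme and substrate and 100% = no enzyme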
PLC-beta3 inh: human PLC-beta3 inhibitors, primary screen, biochemical, fluorescence; 1-phosphatidylinositol 4,5-bisphosphate phosphodiesterase beta-3 (Homo sapiens), Q01970; Purified PLC-beta3, fluorogenic substrate; inhibition, % at 12.2 µM; 0.18% of 370,000 active; AID 720704, 2013; in the data active = inhibition above about 11%;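 note: 0% = median of compound wells on plate and 100% = full blocker control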
ARFGAP1 inh: inhibitors of rat ARFGAP1 GAP activity, primary screen, biochemical, fluorescence polarization, GDP tracer. ADP-ribosylation factor GTPase-activating protein 1 (Rattus norvegicus), Q62848. Arfgap1-stimulated ARF1 GTP hydrolysis, GDP FP detection. inhibition, % at 16.5 µM. 0.26% of 360,000 active. AID 651572, 2012;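 active = inhibition above a per-plate limit, mean inhibition of low control wells plus 3 SD, cut at about 25% in these data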;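 note: 0% = DMSO wells with enzyme and 100% = wells lacking Arfgap1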
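Replicates: Single well per compound | Assay system: Truncated rat Arfgap1 GAP domain | Control set: No-Arfgap1 wells (100%) versus DMSO full-reaction wells (0%) | Times: Enzyme reaction 120 min at 25 °C after 20 min preincubation | Reagent: Human ARF1(Δ1-17)-GTP substrate | Measured by: Tracer-displacement fluorescence polarization with EDTA stop, 620/688 nm | Measure: Percent inhibition of Arfgap1-stimulated GTP hydrolysis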
DDE Tn7 FP inh: inhibitors of Tn7 peptide binding to fibrin DD(E), primary screen, biochemical, fluorescence polarization, human fibrin, Tn7 probe; 0.13% of 370,000 active; inhibition, % at 8.3 µM; AID 720508, 2013; Fibrinogen beta chain (Homo sapiens), P02675; FP displacement of FITC-Tn7 peptide from fibrin DD(E); 0% = median of compound wells per plate;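 active = inhibition above the mean of compounds falling within the control limits plus 3 SD of them, cut at about 14% in these data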;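 note: 0% = plate median of compound wells and 100% = 10 µM Aha-Tn7 peptide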
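system = human fibrin DD(E) protein | quantity = DD(E) 2 µM final | medium = Tris/NaCl/CaCl2 buffer, pH 7.8 | also added = labelled Tn7 tracer, 0.1 µM | compound dosing = single point at 8.3 µM | timing = compound with protein 10 min, then 3 h after probe, room temperature | signal = FP measurement | benchmarks = Aha-Tn7 high control | repeats = one replicate per compound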
The depositor's hits bear a star.

cpd	compound	KLK7 zymogen act	PLCg1 inh	DDE Tn6 FP inh	Rev-erbA mod	HGIII-sPLA2 inh	UHRF1 binding	ASAP1 inh	PLC-beta3 inh	ARFGAP1 inh	DDE Tn7 FP inh
1	CCOc1ccc(OCCOCCOc2ccccc2Cl)cc1	0.0	0	-8	-7	-7	1	6	-2	11	-4
2	O=C1c2ccccc2C(=O)N1CCOCCN1C(=O)c2ccccc2C1=O	-0.2	-1	-9	5	11	7	0	3	-2	10
3	COc1ccc([C@H]2CC(=O)C=C(c3ccc(SC)cc3)C2)cc1OC	-2.8	-11	-17	-1	14	5	-6	-13	-3	1
4	COc1cccc(-n2ccnc2SCC(=O)Nc2nccs2)c1	-0.7	0	-2	3	4	-1	-5	1	-6	7
5	Cc1ccccc1CSCCNC(=O)COc1ccc(Cl)cc1	0.1	4	8	5	-2	1	-23	-1	0	-3
6	N/C(=N\OC(=O)CC1CCCCC1)c1ccncc1	0.1	1	3	0	6	-2	-6	-1	-5	10
7	COc1ccc(C2(CNC(=O)CCC(=O)O)CCCC2)cc1OC	0.2	2	1	-2	1	1	-4	4	-4	-3
8	O=C(CN1CCC(NC(=O)Cc2ccccc2)CC1)Nc1ccccc1Br	0.0	2	7	3	5	5	1	-2	-12	9
9	COc1ccc(NC(=O)CNCc2cccs2)c(OC)c1	0.0	4	4	1	-1	2	-7	6	-3	1
10	Nc1nonc1OCCN1CCN(c2ccc([N+](=O)[O-])c3cccnc23)CC1	-0.3	1	-8	4	2	-11	-6	-7	-3	7
11	COc1ccccc1CNC(=O)[C@H](C)NC(=O)C1CCN(C(=O)[C@@H](N)CCSC)CC1	0.1	2	-6	1	-2	1	11	5	9	4
12	CCOC(=O)C1=C(CNC2CCCCC2)NC(=O)NC1c1cc(C)ccc1C (stereo not drawn)	-0.1	1	7	-2	1	2	5	2	3	-4
13	COc1ccc(CN2CCCCC2C)cc1C (stereo not drawn)	0.2	3	-8	-2	2	2	7	3	7	-5
14	O=C(Nc1nnc(Cc2ccc(F)cc2)s1)Nc1ccccc1F	0.2	-1	5	-2	7	3	10	-6	-7	2
15	O=C(CCS(=O)(=O)c1cccc2nonc12)Nc1ccc(Br)cc1	0.0	-5	1	-4	-2	0	-2	-5	2	6
16	Cc1cc(C(=O)NNC(=O)c2ccc(Cl)cc2)c2ccccc2n1	-0.4	-4	-2	4	-5	1	10	-7	14	0
17	C/C(=N\NC(=O)CNc1ccc(F)cc1)c1cc2ccccc2o1	-0.3	1	4	4	-2	-1	-14	1	-12	0
18	CS(=O)(=O)N(Cc1ccccc1)c1ccc(C(=O)Nc2ccc3c(c2)OCO3)cc1	2.1	-1	4	6	-26	-1	-3	0	1	5
19	CCOc1cc(C#N)ccc1OCC(=O)N1CCc2ccccc2C1	-0.1	-3	-4	1	7	3	-3	-5	13	5
20	CCOC(=O)C(C)N1N=C(/C=C/c2ccc(C)cc2)CCC1=O (stereo not drawn)	-0.5	1	-1	1	-4	-1	0	-5	2	-1
21	COc1ccc(NC(=O)c2ccc(COc3ccccc3)o2)cc1	4.7	-5	4	6	-4	3	-1	-2	11	3
22	CCC(Sc1ccc2nnc(-c3ccc(OC)c(OC)c3)n2n1)C(=O)O (stereo not drawn)	1.7	-1	4	5	0	6	-12	-5	-7	-4
23	COC(=O)C1=C(C)N(Cc2cccc(C(F)(F)F)c2)C(=NCc2ccc3c(c2)OCO3)NC1CCc1ccccc1 (stereo not drawn)	0.2	0	0	-3	8	3	7	-5	0	1
24	CCOc1ccc(N2CC(C(=O)Nc3cccc(S(=O)(=O)N4CCCCC4)c3)CC2=O)cc1 (stereo not drawn)	0.3	11*	-7	-4	-1	5	17	7	-5	-6
25	C/C(CC(=O)NCc1ccco1)=N\NC(=O)CC#N	-0.5	0	3	-2	-13	0	1	1	6	-5
26	CC(C)C1N(C(=O)N2CCOCC2)CCN1S(=O)(=O)c1ccccc1 (stereo not drawn)	0.2	0	-3	-1	6	0	1	-7	7	1
27	CN(C/C=C/c1ccccc1)Cc1cccc2ccccc12	0.0	-1	2	-5	-4	2	12	1	2	6
28	Cc1ccc(CNC(=O)c2ccc(CS(=O)Cc3cccc(Cl)c3)o2)cc1 (stereo not drawn)	-0.1	-1	4	5	-5	0	-6	-7	15	-9
29	CCc1ccccc1NC(=O)N1CCCc2ccccc21	-0.1	-2	0	2	2	-3	-3	-5	-10	2
30	COC(=O)[C@H](C)NC(=O)c1cc2c(cn1)[nH]c1ccccc12	7.8	-29	-4	-3	0	0	4	-49	12	-5
31	COCc1cccc(-c2csc(C(O)c3cccc(OC)c3)n2)c1 (stereo not drawn)	0.3	-1	2	0	-7	0	1	2	7	8
32	O=C(NC1CCCC1)c1cc(-c2ccc(Cl)cc2Cl)on1	-0.1	2	-1	-1	0	-1	-1	-3	7	0
33	O=C(Nc1ccc2c(c1)OCO2)Nc1ccc(Cl)cc1Cl	-0.2	2	9	1	5	-4	-5	4	-13	7
34	COc1ccccc1/C=C/CN1CCC(Oc2ccc(C(=O)N3CCCC3)cc2)CC1	0.6	4	-1	-1	-16	-1	2	-5	-1	-5
35	CCOC(=O)N1CCN(CC(O)COCCC23CC4CC(CC(C4)C2)C3)CC1 (stereo not drawn)	-0.4	1	5	0	4	0	0	-1	3	7
36	Cc1cc(F)ccc1NC(=O)c1cc(S(=O)(=O)N2CCc3ccccc32)cn1C	0.9	2	0	2	-4	2	13	0	5	-3
37	COc1ccccc1NC(=O)NCCc1c[nH]c2ccccc12	0.9	4	-6	8	-71	-1	9	-2	13	-2
38	COc1cccc(C(c2nnnn2CCc2ccccc2)N2CCN(c3ccccc3)CC2)c1OC (stereo not drawn)	0.0	1	-3	3	-1	3	0	5	7	-1
39	CC(=O)Nc1cc(-c2cccc(NS(C)(=O)=O)c2)cn2c(-c3cccc(C(C)=O)c3)cnc12	0.2	-6	-10	7	-14	-3	12	-14	-5	0
40	COc1cc(NC(=O)Nc2cc(C)on2)cc(OC)c1OC	-0.3	-1	12	6	2	-2	-1	-5	-2	-1
41	CCOc1cc(NC(=S)Nc2cccc(OC)c2)c(OCC)cc1NC(=O)C1CC1	0.1	2	13	2	1	14	-11	-1	4	-7

Copied from above: entries 40–41
cpd	compound	KLK7 zymogen act	PLCg1 inh	DDE Tn6 FP inh	Rev-erbA mod	HGIII-sPLA2 inh	UHRF1 binding	ASAP1 inh	PLC-beta3 inh	ARFGAP1 inh	DDE Tn7 FP inh
40	COc1cc(NC(=O)Nc2cc(C)on2)cc(OC)c1OC	-0.3	-1	12	6	2	-2	-1	-5	-2	-1
41	CCOc1cc(NC(=S)Nc2cccc(OC)c2)c(OCC)cc1NC(=O)C1CC1	0.1	2	13	2	1	14	-11	-1	4	-7

An excerpt from above in order of length of the SMILES, high to low:
cpd	compound	KLK7 zymogen act	PLCg1 inh	DDE Tn6 FP inh	Rev-erbA mod	HGIII-sPLA2 inh	UHRF1 binding	ASAP1 inh	PLC-beta3 inh	ARFGAP1 inh	DDE Tn7 FP inh
39	CC(=O)Nc1cc(-c2cccc(NS(C)(=O)=O)c2)cn2c(-c3cccc(C(C)=O)c3)cnc12	0.2	-6	-10	7	-14	-3	12	-14	-5	0
38	COc1cccc(C(c2nnnn2CCc2ccccc2)N2CCN(c3ccccc3)CC2)c1OC (stereo not drawn)	0.0	1	-3	3	-1	3	0	5	7	-1
36	Cc1cc(F)ccc1NC(=O)c1cc(S(=O)(=O)N2CCc3ccccc32)cn1C	0.9	2	0	2	-4	2	13	0	5	-3
34	COc1ccccc1/C=C/CN1CCC(Oc2ccc(C(=O)N3CCCC3)cc2)CC1	0.6	4	-1	-1	-16	-1	2	-5	-1	-5
41	CCOc1cc(NC(=S)Nc2cccc(OC)c2)c(OCC)cc1NC(=O)C1CC1	0.1	2	13	2	1	14	-11	-1	4	-7
35	CCOC(=O)N1CCN(CC(O)COCCC23CC4CC(CC(C4)C2)C3)CC1 (stereo not drawn)	-0.4	1	5	0	4	0	0	-1	3	7
28	Cc1ccc(CNC(=O)c2ccc(CS(=O)Cc3cccc(Cl)c3)o2)cc1 (stereo not drawn)	-0.1	-1	4	5	-5	0	-6	-7	15	-9
30	COC(=O)[C@H](C)NC(=O)c1cc2c(cn1)[nH]c1ccccc12	7.8	-29	-4	-3	0	0	4	-49	12	-5
32	O=C(NC1CCCC1)c1cc(-c2ccc(Cl)cc2Cl)on1	-0.1	2	-1	-1	0	-1	-1	-3	7	0
33	O=C(Nc1ccc2c(c1)OCO2)Nc1ccc(Cl)cc1Cl	-0.2	2	9	1	5	-4	-5	4	-13	7
37	COc1ccccc1NC(=O)NCCc1c[nH]c2ccccc12	0.9	4	-6	8	-71	-1	9	-2	13	-2
27	CN(C/C=C/c1ccccc1)Cc1cccc2ccccc12	0.0	-1	2	-5	-4	2	12	1	2	6
29	CCc1ccccc1NC(=O)N1CCCc2ccccc21	-0.1	-2	0	2	2	-3	-3	-5	-10	2

High-throughput results: PubChem, several laboratories
